High-throughput results from PubChem BioAssay.
CHRM5 agonist = CHRM5 agonism in calcium assay | P08912 | CHO-K1 hM5 cells, Fluo-8 calcium fluorescence; 0% DMSO wells, 100% maximal acetylcholine response | activation, % at 3 µM | hit rate 0.19% among 360,000 | AID 624037;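 active = activation above the run's mean over test compounds plus 3 SD, cut at about 23% in these data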;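 also: signal is peak over basal fluorescence ratio across the kinetic read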
M1 PAM parental = M1 PAM counterscreen hit in parental CHO-K1 cells. ATP EC20, Fluo-8 calcium fluorescence; 0% at ATP EC20, 100% at ATP max. activation, % at 3 µM. hit rate 0.02% among 360,000. AID 602247;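 active = activation above the run cutoff, the mean activation of all test compounds plus 3 SD, cut at about 40% in these data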;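 also: peak over basal fluorescence ratio in a 140 s read after ATP addition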
CRFR2-BP antag = CRF-BP/CRF-R2 complex antagonism. HEK293 CRF-R2/CRF-BP, CRF-induced calcium fluorescence. inhibition, % at 11.8 µM. hit rate 0.59% among 350,000;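 active = inhibition of the ligand-induced calcium signal above about 50% at the single tested concentration, limit read from the data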
TAAR1 antag = antagonists of human TAAR1; Q96RJ0; CHO RD-HGA16 TAAR1, Fluo-8 calcium fluorescence, antagonist; inhibition, % at 3 µM; hit rate 1.5% among 360,000;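 active = inhibition above a per-plate cutoff, the mean inhibition of test compounds on that plate plus 3 SD, cut at about 49% in these data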;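 also: 0% = DMSO plus EC80 beta-PEA response and 100% = DMSO alone without agonist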
Target sequence (Q96RJ0 whole entry, looked up): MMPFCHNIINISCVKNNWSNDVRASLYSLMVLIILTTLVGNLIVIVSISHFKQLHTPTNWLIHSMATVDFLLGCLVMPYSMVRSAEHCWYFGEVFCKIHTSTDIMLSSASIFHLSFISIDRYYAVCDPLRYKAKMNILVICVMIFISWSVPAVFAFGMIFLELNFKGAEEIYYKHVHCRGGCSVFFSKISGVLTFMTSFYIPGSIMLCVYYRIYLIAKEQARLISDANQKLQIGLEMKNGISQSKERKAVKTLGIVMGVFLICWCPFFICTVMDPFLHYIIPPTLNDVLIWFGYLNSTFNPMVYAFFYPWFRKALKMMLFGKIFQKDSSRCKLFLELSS
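Assay system: CHO-derived RD-HGA16 cells stably expressing human TAAR1 plus Gα16. Timing: 140 s kinetic read after compound, 140 s after agonist. Technique: kinetic Fluo-8 calcium fluorescence measurement. Measure: % inhibition of agonist calcium response.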
CHRM4 PAM = CHRM4 positive allosteric modulation; hit rate 0.4% among 360,000; P08173; activation, % at 3 µM; CHO-K1 hM4/Gqi5, Fluo-8 calcium fluorescence, ACh EC20; 0% = ACh EC20, 100% = maximal ACh;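 active = activation above its plate's cutoff, the mean activation of sample wells plus 3 SD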; also: some results filed as inactive read as strong as hits
Target sequence (P08173 whole entry, looked up): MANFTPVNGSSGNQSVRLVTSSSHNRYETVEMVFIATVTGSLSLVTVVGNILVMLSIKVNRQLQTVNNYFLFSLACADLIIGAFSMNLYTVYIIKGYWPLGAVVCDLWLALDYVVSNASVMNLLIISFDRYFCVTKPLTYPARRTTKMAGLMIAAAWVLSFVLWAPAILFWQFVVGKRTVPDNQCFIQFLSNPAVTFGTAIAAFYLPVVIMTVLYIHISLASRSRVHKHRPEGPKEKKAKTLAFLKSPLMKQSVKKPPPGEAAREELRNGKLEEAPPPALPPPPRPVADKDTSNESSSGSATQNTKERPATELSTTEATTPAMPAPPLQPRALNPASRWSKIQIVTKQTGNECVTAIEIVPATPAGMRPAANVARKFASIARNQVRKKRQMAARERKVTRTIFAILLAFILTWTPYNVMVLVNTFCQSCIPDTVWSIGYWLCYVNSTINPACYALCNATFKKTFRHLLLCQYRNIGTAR
CRFR2-BP ag = CRF-BP/CRF-R2 complex agonism; hit rate 0.46% among 350,000; activation, % at 13.2 µM; HEK293 CRF-R2/CRF-BP, calcium dye fluorescence (FLIPR); percent of saturating CRF peptide response; AID 588473;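 active = activation of at least 50%, plus an integration ratio under a set limit after plate pattern correction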;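 also: plate controls were neutral control wells without compound for no effect and CRF at EC100 for full effect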
TAAR1 agonist = agonists of human TAAR1 | CHO RD-HGA16 TAAR1, Fluo-8 calcium fluorescence; vehicle wells 0%, saturating PEA agonist 100% | activation, % at 3 µM | hit rate 0.99% among 360,000 | AID 624467;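 active = activation above the mean activation of all test compounds in the run plus 3 SD, cut at about 38% in these data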
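System: CHO-derived RD-HGA16 cells with stable Gα16 and human TAAR1. Times: 17-24 h plating, Fluo-8 75 min 37 °C, 30 min RT. Measured by: calcium-sensitive Fluo-8 signal, excitation 470-495, emission 515-575 nm. Read-out basis: % activation relative to PEA EC100 response. Control set: DMSO and PEA EC100. Repeats: no replicates (n 1).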
M5 antag = blocks acetylcholine activation of human M5 receptor; P08912; CHO-hM5 cells, Fluo-8 calcium fluorescence, ACh EC80; inhibition, % at 3 µM; hit rate 0.59% among 360,000; AID 624040;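 active = inhibition above a per-plate cutoff, the mean of that plate's test compounds plus 3 SD, cut at about 27% in these data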;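 also: 0% = acetylcholine EC80 with DMSO and 100% = DMSO without agonist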
CHRM5 PAM = potentiates acetylcholine response at human M5 receptor; hit rate 0.3% among 360,000; activation, % at 3 µM; CHO-K1 hM5, Fluo-8 calcium, ACh EC20 PAM; 0% = ACh EC20, 100% = ACh EC100; P08912;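 active = activation above the run cutoff, the mean activation of all test compounds plus 3 SD, cut at about 18% in these data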
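System: CHO-K1 hM5 cells. Reagent: acetylcholine, EC20 level. Compound dosing: single dose, 3 µM nominal final test concentration. Timing: Post-acetylcholine fluorescence recording 140 s. Detection: Fluo-8 calcium fluorescence. Read-out: % activation, ACh-normalized. Benchmarks: ACh EC20 and EC100 wells. Repeats: singlicate, one well per test compound.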
* hit, by the source's call; / = not tested or not shown.

SMILES	CHRM5 agonist	M1 PAM parental	CRFR2-BP antag	TAAR1 antag	CHRM4 PAM	CRFR2-BP ag	TAAR1 agonist	M5 antag	CHRM5 PAM
COc1ccc(C(=O)C(OC(=O)c2ccc(C)c(NC(C)=O)c2)c2ccccc2)cc1 (stereo not given)	2	1	27	-3	4	-2.1	22	1	-3
COc1cccc(NC(=O)Nc2nnc([C@H]3C[C@H](O)[C@@H](CO)O3)s2)c1	1	7	/	-14	1	/	2	4	-2
Fc1ccc(N2CCN(C3=Nc4cccc5cccc3c45)CC2)cc1	-7	15	-21	-1	-23	5.6	1	2	-8
Cc1noc(C)c1S(=O)(=O)N(C)C[C@H]1OCCCC[C@H](C)Oc2ccc(NC(=O)CCCN(C)C)cc2C(=O)N([C@H](C)CO)C[C@@H]1C	0	11	-4	-4	7	2.0	5	-6	3
O=C(Cc1ccccc1)NC1CCN(C(=O)NCc2ccccc2)CC1	-5	22	-18	7	2	-1.1	7	-3	8
CCC(=O)Nc1ccc2c(c1)nc(CCN1CCN(C)CC1)n2C	-1	13	-5	11	11	2.3	-1	-11	1
Cc1nc(-c2ccccc2)nc2[nH]c(C(C)C)cc(=O)c12	1	-5	-9	9	-4	0.4	-1	-5	2
COc1cc(C=NNc2ccccc2[N+](=O)[O-])cc(OC)c1OC	1	-3	-8	-3	3	-1.4	0	2	0
CC(CC(=O)NC(C)c1ccc2c(c1)OCCO2)c1ccccc1 (stereo not given)	-4	-3	-10	2	-9	-0.5	2	5	-4
C(=C\c1ccccc1)/CSc1nnc(-c2cnccn2)n1Cc1ccco1	1	10	2	-1	1	2.3	-3	1	2
Cc1nn(-c2ncc(C(F)(F)F)cc2Cl)c(=O)n1-c1ccccc1	-3	12	-8	1	3	-1.7	0	0	-10
CC(=O)c1c(C)[nH]c(C(=O)CN2CCN(S(=O)(=O)c3ccc(C(C)C)cc3)CC2)c1C	7	-14	1	36	2	-0.1	10	8	-13

Single records, as listed above. Values in the order: CHRM5 agonist, M1 PAM parental, CRFR2-BP antag, TAAR1 antag, CHRM4 PAM, CRFR2-BP ag, TAAR1 agonist, M5 antag, CHRM5 PAM
Record of CC(=O)c1c(C)[nH]c(C(=O)CN2CCN(S(=O)(=O)c3ccc(C(C)C)cc3)CC2)c1C = 7, -14, 1, 36, 2, -0.1, 10, 8, -13
Record of Cc1noc(C)c1S(=O)(=O)N(C)C[C@H]1OCCCC[C@H](C)Oc2ccc(NC(=O)CCCN(C)C)cc2C(=O)N([C@H](C)CO)C[C@@H]1C = 0, 11, -4, -4, 7, 2.0, 5, -6, 3
Record of COc1cccc(NC(=O)Nc2nnc([C@H]3C[C@H](O)[C@@H](CO)O3)s2)c1 = 1, 7, /, -14, 1, /, 2, 4, -2
Record of Fc1ccc(N2CCN(C3=Nc4cccc5cccc3c45)CC2)cc1 = -7, 15, -21, -1, -23, 5.6, 1, 2, -8

(continued)
SMILES	CHRM5 agonist	M1 PAM parental	CRFR2-BP antag	TAAR1 antag	CHRM4 PAM	CRFR2-BP ag	TAAR1 agonist	M5 antag	CHRM5 PAM
O=C(NCC1CCCO1)c1nc(Cn2ccc([N+](=O)[O-])n2)no1 (stereo not given)	-1	7	6	-9	-3	-0.6	3	7	-1
Cc1ccc(N(C(C)C(=O)N2CCOCC2)S(C)(=O)=O)cc1C (stereo not given)	-3	6	-30	6	-1	0.4	3	8	1
C=CCNC(=S)N1CCC(C(N)=O)CC1	-1	12	0	-22	0	-0.9	3	2	-1
CN(C(=O)CSc1nc(O)cc(=O)n1-c1ccccc1F)c1ccccc1	-3	-10	-14	-27	-1	4.2	1	-1	0
O=C(Nc1ccc([N+](=O)[O-])cn1)c1cccnc1	-4	-12	6	-3	-1	1.1	0	2	-7
COc1ccccc1-c1cnnc(N/N=C/c2ccc(-c3cccc(Br)c3)o2)n1	0	7	-28	21	11	1.6	8	-3	-3
O=C(COc1cc(O)c2c(=O)cc(-c3ccccc3)oc2c1)c1ccccc1	-1	15	0	11	9	0.4	15	-1	3
O=C(Cc1ccc(F)cc1)N1CCN(c2ccc([N+](=O)[O-])cc2)CC1	6	-9	30	18	-9	-2.8	4	11	-13
O=C(c1ccc(F)c(F)c1)N1CCC2(CC1)NCCc1[nH]cnc12	-5	22	-2	-16	5	1.3	1	-10	6
CCc1nc2sc3c(=O)[nH]cnc3c2c2c1CSC(C)(C)C2	0	13	4	21	11	0.7	4	11	3
CCN(C(=O)Cn1cnc2cc([N+](=O)[O-])ccc2c1=O)C1CCS(=O)(=O)C1 (stereo not given)	2	-2	1	4	-6	-0.9	1	11	0
C[C@H](CO)N1C[C@H](C)[C@@H](CN(C)C(=O)Nc2ccc(C(F)(F)F)cc2)Oc2ccc(NC(=O)Cn3cnnn3)cc2C1=O	3	0	0	-11	10	-2.1	4	-1	2
COc1cccc(-c2ccc3ncnc(NCc4cccs4)c3c2)c1	-10	6	54*	-14	0	-1.7	-1	12	-15
C=C[C@H]1C(O[C@@H]2O[C@H](CO)[C@@H](O)[C@H](O)[C@H]2O)OC=C2C(=O)N3CCc4cc(OC)c(O)cc4[C@H]3C[C@H]21 (stereo not given in full)	-1	-13	-8	-7	9	5.0	0	16	-14
O=C1CCCC2=C1C(c1ccc(O)c(O)c1)c1c(ccc3ncccc13)N2 (stereo not given)	0	16	-3	-15	-6	5.1	5	6	-2
C=CCn1c(SCC(=O)NC2CC2)nnc1C1CC1	0	1	6	-19	-5	-0.1	0	-12	6
CC(Nc1nc(N2CCN(CCO)CC2)nc2ccccc12)c1ccccc1 (stereo not given)	0	13	-13	-1	5	0.3	2	7	1
CCOC(=O)N1CCN(C(c2ccc(C(C)C)cc2)c2sc3nc(C)nn3c2O)CC1 (stereo not given)	-3	-2	38	-27	6	-4.0	-2	1	-1
COc1cc(C(c2sc3nc(C)nn3c2O)N2CCOCC2)cc(OC)c1OC (stereo not given)	2	15	-7	-5	7	0.8	1	-5	3
Cc1cc(N)n(-c2ccccc2C)n1	0	-18	-12	-10	-9	-0.2	5	5	4
CN(C(=O)COC(=O)Cc1ccccc1[N+](=O)[O-])C1CCS(=O)(=O)C1 (stereo not given)	1	25	10	3	7	-1.4	1	-4	6
C[C@H](NC(=O)c1nc[nH]c1C(=O)N(C)CCO)c1ccccc1	1	8	/	-1	0	/	0	-6	1
CSc1ccccc1NC(=O)CO/N=C(\C)c1cc2ccccc2o1	-4	-5	34	30	0	-2.7	11	-6	-5
Cc1ccc(OCC(=O)NNC(=O)CCc2ccccc2)cc1	3	0	-3	10	1	0.3	10	2	4

Random excerpt: 2 records from the list.
SMILES	CHRM5 agonist	M1 PAM parental	CRFR2-BP antag	TAAR1 antag	CHRM4 PAM	CRFR2-BP ag	TAAR1 agonist	M5 antag	CHRM5 PAM
CSc1ccccc1NC(=O)CO/N=C(\C)c1cc2ccccc2o1	-4	-5	34	30	0	-2.7	11	-6	-5
COc1cccc(-c2ccc3ncnc(NCc4cccs4)c3c2)c1	-10	6	54*	-14	0	-1.7	-1	12	-15

New compounds follow
SMILES	CHRM5 agonist	M1 PAM parental	CRFR2-BP antag	TAAR1 antag	CHRM4 PAM	CRFR2-BP ag	TAAR1 agonist	M5 antag	CHRM5 PAM
O=C(COC(=O)/C=C/c1nc2ccccc2s1)Nc1cccc2ccccc12	0	16	7	-23	10	-3.2	3	2	6
CCn1nnc(-c2ccccc2NC(=O)c2cccc(-n3cnnn3)c2)n1	3	10	9	-7	7	-0.6	6	-4	5
CC1Cc2cc(S(=O)(=O)N3CCC(C(=O)NCc4ccco4)CC3)ccc2N1C(=O)C1CCC1 (stereo not given)	-1	18	12	-10	1	-1.6	4	-10	2
CC(=O)c1ccc(-n2c(C)c(C(C)=O)c3cc(O)ccc32)cc1	2	-6	-16	3	1	-0.4	5	3	-4
COc1ccc([N+](=O)[O-])cc1NC(=O)C(C)OC(=O)C1CC(=O)N(Cc2ccco2)C1 (stereo not given)	0	-11	17	-1	-1	-0.2	0	-1	4
CCCOc1ccc(C(=O)O)cc1	4	19	-4	-17	4	-1.4	5	5	5
CCc1ccc(NC(=O)CSc2nc3ccccc3c(=O)n2CCCC(=O)N2CCCC2)cc1	0	-4	8	14	13	-3.8	4	4	-3
Fc1ccccc1COc1ccc(Br)cc1CNCC1CCCO1 (stereo not given)	-5	24	-6	13	-6	-0.3	1	4	4
COc1cc(NC(=O)C2CCCCC2)c2ncccc2c1	-2	4	5	-6	14	3.8	8	-1	-1
CCOC(=O)CN1C(=O)C(=O)N(Cc2ccccc2)C1=O	-5	10	-4	1	1	1.4	0	-2	4
O=C(O)CCCC(=O)N1CCc2cc(S(=O)(=O)N3CCc4ccccc43)ccc21	1	21	-62	12	11	2.9	1	5	-5
Cc1ccc(CN2CC(C(=O)Nc3ccncc3)CC2=O)cc1 (stereo not given)	-4	4	-3	10	0	-0.1	1	3	-4
O=C(OCc1ccccc1)N1CCC2CC1c1ccc(N3CCNCC3)cc12 (stereo not given)	-1	14	6	-5	-9	0.9	24	5	-5
COC(=O)c1cc(NC(=O)C2(S(=O)(=O)c3ccc(Cl)cc3)CC2)cc(C(=O)OC)c1	-1	18	-7	3	4	-0.4	10	3	-2
CN(C)CCCNC(=O)c1ccc(-c2ccccc2)cc1	-5	11	6	-18	4	2.2	4	3	-2
Cc1cc2cc(CN3C(=O)c4ccccc4C3=O)ccc2n1C	-1	9	-8	2	-16	1.7	8	5	-2
Cc1ccc2[nH]c(=O)c(CN(CCN3CCOCC3)C(=O)Nc3ccccc3F)cc2c1	2	16	3	10	12	-0.2	0	0	-3
CN(C)CCNC(=O)COc1cccc(Cl)c1	-4	-7	-3	1	1	-1.7	13	1	5
CC(=O)N1CCN(c2ccc(N=Cc3c(O)n(Cc4ccccc4)c(=O)[nH]c3=O)cc2)CC1	2	10	0	18	0	0.0	13	1	-7
CCCNC(=O)N1CCC(c2nc3ccccc3s2)CC1	-1	9	12	-11	-4	-0.8	0	7	-2
COc1ccc(-c2nnc3ccc(SCC(=O)Nc4nccs4)nn23)cc1OC	1	15	3	5	-4	-0.2	1	0	-4
CCOC(=O)N1CCN(S(=O)(=O)c2cc(Br)cc3c2N(C(=O)C2CC2)CC3)CC1	2	-4	10	-11	3	0.6	-1	-5	-4
O=c1c2sc(-c3ccccc3)cc2nc2n1CCC2	-1	4	24	8	-1	-3.9	3	3	4
CC(C)CCN1CCNC(=O)C1CC(=O)N(C)CCCN1CCOCC1 (stereo not given)	-2	7	-4	-10	3	0.5	1	2	2
Cc1cc(C(=O)O)c(C)n1-c1ccccc1	-3	23	9	20	0	0.7	5	-1	3
Cc1cc(C(=O)NNC(=O)c2ccccc2[N+](=O)[O-])c(C)o1	2	0	-12	-13	-3	-2.5	9	12	-19
COc1ccc(NC(=O)CSc2nnc(CNc3ccc(F)cc3)o2)c(OC)c1	0	17	11	4	-6	-0.7	1	2	-5
N#C/C(=C/c1cccn1-c1cccc(C(=O)O)c1)c1ccc(F)cc1	3	15	27	-5	-1	-0.5	7	-14	-10
CCOC(=O)c1[nH]c(CSc2nnnn2-c2ccccc2C)c(C(=O)OCC)c1C	1	1	-23	27	-2	6.1	15	-6	5
CCc1ccc(C(=O)CSc2nc(N)cc(=O)[nH]2)cc1	5	10	12	-18	1	-0.2	1	-9	2
